DENV2 CPE: inhibitors of DENV2 cytopathic effect, primary screen, cell-based, plate reader, single concentration | AID 651640, 2012 | DENV2-infected cells, cytopathic effect rescue | hit rate 1.7% among 350,000 | CPE inhibition, % at 9.99 µM; in the data active = CPE inhibition above about 20%, passing the limit was not always enough; inconclusive = no clear call, values can overlap the other calls; tested in BHK-21 cells;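 note: 0% = median of neutral control wells and 100% = median of positive control wells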
LGR2 antag: inhibitors of bursicon-induced LGR2 CRE-luciferase signal, primary screen, cell-based, HEK293, CRE-luciferase reporter, bursicon stimulation. Drosophila bursicon receptor LGR2 (rickets). hit rate 0.35% among 380,000. bursicon-stimulated, 4 h. AID 720647, 2013. inhibition, % at 9.99 µM;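 active = drop in luminescence signal, shown as inhibition above about 50% in the replicate tests, limit read from the data, passing the limit was not always enough; inconclusive = probably only some replicates passing the limit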;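 note: agonist challenge used bursicon conditioned medium at about half maximal strength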
EWS-Fli inh: EWS/Fli-driven NR0B1 reporter inhibitors, primary screen, A673 cells, NR0B1 luciferase, luminescence, MLPCN library; viability-normalised; inhibition, % at 12.6 µM; hit rate 0.67% among 350,000; AID 651661, 2012;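 active = mean inhibition of at least 50% after viability correction, with every replicate also passing that limit; inconclusive = mean reaches 50% but only one of two replicates passes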;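 note: firefly luciferase signal divided by Alamar Blue viability fluorescence both relative to DMSO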
PAX8 reporter: inhibitors of PAX8-driven TPO luciferase reporter, primary screen, RMG-I cells, single concentration; inhibition, % at 12.6 µM; hit rate 1.2% among 360,000; SteadyGlo, 24 h; AID 652154, 2013;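 active = mean replicate inhibition at least 60% with every replicate also reaching 60%; inconclusive = only one of the two criteria is met; inactive = mean below 60% and not all replicates reaching 60%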;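 note: luciferase light reporting Pax8 driven TPO promoter activity; plate controls were median of neutral control wells for no effect and mitoxantrone controls for full effect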
SIRT5 inh: SIRT5 desuccinylase inhibitors, primary screen, biochemical, fluorescence imaging, single point, set 5; Purified SirT5, succinyl-peptide AMC, trypsin-coupled fluorescence; inhibition, % at 15 µM; hit rate 1.1% among 330,000; AID 652115, 2013; in the data active = inhibition above about 15%; inconclusive = no clear call, values can overlap the other calls
Target sequence (Q9NXA8 whole entry, looked up): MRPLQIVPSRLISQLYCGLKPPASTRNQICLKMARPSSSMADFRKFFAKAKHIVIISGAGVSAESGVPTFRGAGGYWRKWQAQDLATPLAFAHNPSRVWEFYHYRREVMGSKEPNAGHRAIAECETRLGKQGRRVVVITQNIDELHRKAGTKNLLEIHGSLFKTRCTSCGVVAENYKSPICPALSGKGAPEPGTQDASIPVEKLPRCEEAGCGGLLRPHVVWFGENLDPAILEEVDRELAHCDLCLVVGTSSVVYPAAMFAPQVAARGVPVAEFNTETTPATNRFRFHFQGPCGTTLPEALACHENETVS
ARNT-TACC3 inh: disruptors of ARNT/TACC3 protein interaction, primary screen, biochemical, AlphaScreen, single concentration; AID 623870, 2012; inhibition, % at 9.99 µM; AlphaScreen His-ARNT PAS-B/GST-TACC3 binding, luminescence; TACC3 fragment carries E629A point mutation; hit rate 0.66% among 390,000; Transforming acidic coiled-coil-containing protein 3 (Homo sapiens), Q9Y6A5;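 active = mean inhibition of replicates at least 50% and at least half of replicates each reaching 50%; inconclusive = half or more replicates reach 50% but mean below 50%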;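 note: 0% = complete ARNT plus TACC3 wells and 100% = ARNT alone without TACC3; many hits fall short of the cut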
CASP6 VEID inh: human caspase-6 inhibitors, primary screen, biochemical, VEID-R110 fluorescence, single point, set 2. P55212. purified caspase-6, Z-VEID-R110 cleavage fluorescence. inhibition, % at 12.5 µM. hit rate 0.53% among 350,000;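 active = mean inhibition across replicates at least about 35%, with every replicate also reaching that limit, limit read from the data; inconclusive = only one of the two criteria met; inactive = neither criterion met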;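 note: 0% = median of neutral control wells and 100% = no fluorescence left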
Target sequence (P55212 24-179 limits assumed): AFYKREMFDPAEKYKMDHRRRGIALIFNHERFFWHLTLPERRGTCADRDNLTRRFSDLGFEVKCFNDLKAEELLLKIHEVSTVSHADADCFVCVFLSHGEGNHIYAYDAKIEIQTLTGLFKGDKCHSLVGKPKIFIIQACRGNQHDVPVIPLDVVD
Target sequence (P55212 194-293 limits assumed): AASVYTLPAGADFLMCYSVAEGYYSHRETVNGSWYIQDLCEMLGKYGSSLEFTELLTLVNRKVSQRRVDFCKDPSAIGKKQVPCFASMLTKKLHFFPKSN
Starred values were filed as active, the others as inactive; & = joins results of further samples.

`CC(C)(C)OC(=O)[C@H](Cc1ccccc1)NC(=O)c1nc[nH]c1C(=O)N1CCN(C(=O)OC(C)(C)C)CC1` gave DENV2 CPE -12, LGR2 antag 19, EWS-Fli inh -10, PAX8 reporter -2, ARNT-TACC3 inh 8 and CASP6 VEID inh 1.
Screening Cc1cccc(NC(=O)CN2CCN(C(=O)c3oc4c(Cl)cccc4c3C)CC2)c1C returned DENV2 CPE -3, EWS-Fli inh 15, PAX8 reporter 40, SIRT5 inh 1, ARNT-TACC3 inh -26 and CASP6 VEID inh 1.
`CN(CC(=O)O)S(=O)(=O)c1cc(Cl)ccc1Cl` gave DENV2 CPE -2, LGR2 antag -7, EWS-Fli inh 7, SIRT5 inh 0, ARNT-TACC3 inh 3 and CASP6 VEID inh -2.
For O=C(O)c1ccc(CNC(=O)c2ccc(S(=O)(=O)N3CCCC3)cc2)cc1 the results were DENV2 CPE 3, LGR2 antag 2, EWS-Fli inh 0, PAX8 reporter -12 and CASP6 VEID inh -4.
For Cc1cc(=O)nc2c3ccccc3n(CC(=O)NCCC3=CCCCC3)n12 the results were DENV2 CPE -2, LGR2 antag -2, EWS-Fli inh 7, PAX8 reporter -2, SIRT5 inh -3, ARNT-TACC3 inh 3 and CASP6 VEID inh -1.
COC(=O)[C@H](Cc1ccccc1)NC(=O)NCCc1ccc(F)cc1 was read as DENV2 CPE 3, LGR2 antag -4, EWS-Fli inh 3, PAX8 reporter 5, SIRT5 inh -1 and CASP6 VEID inh 2.
`NC(=O)c1nn(-c2ccc(Cl)cc2Cl)c(=O)cc1O` gave DENV2 CPE -8, LGR2 antag 10, EWS-Fli inh 0, PAX8 reporter -15, SIRT5 inh 2, ARNT-TACC3 inh -1 and CASP6 VEID inh 0.
`O=C(O)COCC(=O)N1CCCN(c2nccc(C(F)(F)F)n2)CC1` gave SIRT5 inh -1, ARNT-TACC3 inh -3 and CASP6 VEID inh 1.
`COc1ccc(C2=NN(C(=O)CSc3nnc(C)n3C)C(c3ccco3)C2)cc1` (stereo not given) gave DENV2 CPE 3, LGR2 antag 8, EWS-Fli inh -14, PAX8 reporter -26, SIRT5 inh 6, ARNT-TACC3 inh 1 and CASP6 VEID inh -6.
CCOC(=O)CNC(=O)C12CC3CC(CC(C3)C1)C2 was read as DENV2 CPE -3, LGR2 antag -1, EWS-Fli inh 13, PAX8 reporter -4, SIRT5 inh 16*, ARNT-TACC3 inh -1 and CASP6 VEID inh -5.
C[C@@H]1CN([C@@H](C)CO)C(=O)Cc2cc(NC(=O)Nc3ccc4c(c3)OCO4)ccc2O[C@@H]1CN(C)S(=O)(=O)c1ccc(Cl)cc1 was read as DENV2 CPE -9, LGR2 antag -8, EWS-Fli inh -1, SIRT5 inh -1, ARNT-TACC3 inh 0 and CASP6 VEID inh 3.
O=C(Nc1cccc(F)c1)Nc1cccc(Cl)c1 was read as DENV2 CPE 12, LGR2 antag -39, EWS-Fli inh -91, PAX8 reporter -31, SIRT5 inh -4, ARNT-TACC3 inh -16 and CASP6 VEID inh -2.
Screening O=C1/C(=C/c2cccnc2)SC(=S)N1c1ccccc1 returned DENV2 CPE 4, LGR2 antag -9, EWS-Fli inh -11, PAX8 reporter -12, SIRT5 inh -2 and CASP6 VEID inh 0.
Screening CC(C)(C)C(=O)NC(=S)Nc1ccccc1C(N)=O returned LGR2 antag 1, PAX8 reporter -3 and ARNT-TACC3 inh -9.
For CCNC(=O)C1CCCN(C(=O)c2ccc(C(F)(F)F)cc2)CC1 (stereo not given) the results were DENV2 CPE -1, LGR2 antag -16, EWS-Fli inh 0, PAX8 reporter 10, SIRT5 inh 3 and CASP6 VEID inh 1.
`C[C@@H]1CN([C@H](C)CO)C(=O)c2cccc(NC(=O)C3CCCCC3)c2O[C@H]1CN(C)S(=O)(=O)c1ccccc1` gave DENV2 CPE -5, LGR2 antag -17, EWS-Fli inh -7, PAX8 reporter -2, SIRT5 inh 3 and CASP6 VEID inh 0.
`COc1ccc(-c2cc(C(=O)N(C)Cc3ccccc3)no2)cc1OC` gave DENV2 CPE -3, LGR2 antag -23, EWS-Fli inh -10, SIRT5 inh -3, ARNT-TACC3 inh 5 and CASP6 VEID inh 12.
C[C@@H]1CCCCO[C@H](CN(C)C(=O)C2CCCCC2)[C@@H](C)CN([C@H](C)CO)C(=O)c2cc(NC(=O)Nc3ccccc3)ccc2O1 was read as DENV2 CPE -12, LGR2 antag 12, EWS-Fli inh -1, PAX8 reporter -24, SIRT5 inh 3, ARNT-TACC3 inh -10 and CASP6 VEID inh -2.
Screening O=C(CCc1nnc2ccc(N3CCCC3)nn12)Nc1ccc(F)cc1F returned DENV2 CPE 13, LGR2 antag 8, EWS-Fli inh -4, PAX8 reporter 18, SIRT5 inh 2, ARNT-TACC3 inh -13 and CASP6 VEID inh 1.
`Cc1ccc(-c2onc3ccc(Cl)cc23)cc1` gave LGR2 antag -29, PAX8 reporter -13 and ARNT-TACC3 inh 0.

Taken from the listing (2 entries):
Screening O=C1/C(=C/c2cccnc2)SC(=S)N1c1ccccc1 returned DENV2 CPE 4, LGR2 antag -9, EWS-Fli inh -11, PAX8 reporter -12, SIRT5 inh -2 and CASP6 VEID inh 0.
Screening CC(C)(C)C(=O)NC(=S)Nc1ccccc1C(N)=O returned LGR2 antag 1, PAX8 reporter -3 and ARNT-TACC3 inh -9.

Carrying on:
`COc1ccccc1NC(=O)Nc1cccc(C(=O)O)c1` gave DENV2 CPE 3, LGR2 antag 19, EWS-Fli inh -4, PAX8 reporter 10, SIRT5 inh 0, ARNT-TACC3 inh -10 and CASP6 VEID inh 0.
COc1ccc(-n2nc3c(c2NC(=O)C2CCCC2)CS(=O)C3)cc1 (stereo not given) was read as DENV2 CPE 2, LGR2 antag 11, EWS-Fli inh -6, PAX8 reporter -4, SIRT5 inh 1, ARNT-TACC3 inh -12 and CASP6 VEID inh -2.
`Fc1ccc(CNCCC(Cc2ccccc2)c2ccco2)cc1` (stereo not given) gave DENV2 CPE -5, LGR2 antag 10, EWS-Fli inh 15, PAX8 reporter 3, SIRT5 inh -2, ARNT-TACC3 inh 0 and CASP6 VEID inh 0.
`C#CCOCCOCCOCCNc1nc(N2CCN(C(=O)[C@H]([C@@H](C)CC)n3cc(CCCCN)nn3)CC2)nc(N2CCN(C(=O)[C@H]([C@@H](C)CC)n3cc(CCCN=C(N)N)nn3)CC2)n1` gave LGR2 antag -9, EWS-Fli inh -10, PAX8 reporter 12, ARNT-TACC3 inh 12 and CASP6 VEID inh -23.
CC1(C(=O)Nc2ccc(S(=O)(=O)Nc3ncccn3)cc2)CCCC1 was read as DENV2 CPE inconclusive, LGR2 antag -5, EWS-Fli inh -10, PAX8 reporter -6, ARNT-TACC3 inh -2 and CASP6 VEID inh 0.
For COc1ccc(-c2cnc(C(O)c3ccc(OC)c(F)c3)[nH]2)cc1 (stereo not given) the results were DENV2 CPE inconclusive, LGR2 antag 0, EWS-Fli inh -10, PAX8 reporter 4 and CASP6 VEID inh 1.
For C[C@H]1CN([C@@H](C)CO)C(=O)CCCn2cc(nn2)CO[C@@H]1CN(C)C(=O)Nc1ccc(C(F)(F)F)cc1 the results were DENV2 CPE -1&11, LGR2 antag 2&0, EWS-Fli inh -3&-5&-49, PAX8 reporter -9&4&3, SIRT5 inh -5&1, ARNT-TACC3 inh -3 and CASP6 VEID inh -2&1.
CCOC(=O)c1ccc(NC(=O)Nc2ncccc2C)cc1 was read as LGR2 antag -48, EWS-Fli inh -88, PAX8 reporter -133, SIRT5 inh -3, ARNT-TACC3 inh -3 and CASP6 VEID inh 1.
`COC(=O)c1cccc(NC(=O)c2cccnc2C(=O)O)c1C` gave LGR2 antag 26, EWS-Fli inh 1, PAX8 reporter -25, SIRT5 inh -5, ARNT-TACC3 inh 31 and CASP6 VEID inh -3.
Cc1cccc(N/C=C(\[N+](=O)[O-])S(=O)(=O)c2ccccc2)c1C was read as DENV2 CPE 2, LGR2 antag -8, EWS-Fli inh 12, PAX8 reporter -25, SIRT5 inh -7 and ARNT-TACC3 inh -6.
For O=C(Nc1nccs1)c1cc(-c2ccncc2)nc2ccccc12 the results were DENV2 CPE inconclusive, LGR2 antag -22, EWS-Fli inh 10, PAX8 reporter 17, SIRT5 inh 1, ARNT-TACC3 inh 9 and CASP6 VEID inh 2.
Cc1cc(C)cc(C(O)c2ncc(-c3ccc(Cl)cc3)[nH]2)c1 (stereo not given) was read as DENV2 CPE -1, LGR2 antag 18, EWS-Fli inh 6, PAX8 reporter 23, SIRT5 inh 2 and CASP6 VEID inh 3.
COc1ccc(CN2CCN(CCCc3ccccc3)C(CCO)C2)c(O)c1 (stereo not given) was read as DENV2 CPE inconclusive, EWS-Fli inh 11, PAX8 reporter 1, SIRT5 inh -4, ARNT-TACC3 inh 3 and CASP6 VEID inh -3.
`C[C@@H]1CCCCO[C@@H](CN(C)S(C)(=O)=O)[C@H](C)CN([C@@H](C)CO)C(=O)c2cc(NC(=O)Nc3ccc(C(F)(F)F)cc3)ccc2O1` gave DENV2 CPE 57*, LGR2 antag 9, EWS-Fli inh -7, PAX8 reporter 3, SIRT5 inh 2, ARNT-TACC3 inh -6 and CASP6 VEID inh -3.
For COc1cccc(-c2ccc3c(c2)O[C@H](CN(C)C)[C@@H](C)CN([C@@H](C)CO)S3(=O)=O)c1 the results were DENV2 CPE 3, LGR2 antag 17, EWS-Fli inh 9, SIRT5 inh 1, ARNT-TACC3 inh 0 and CASP6 VEID inh -5.
Screening CC1(C(=O)Nc2ccc3ccccc3c2)CCC(=O)N1C1CCN(Cc2ccccc2)CC1 (stereo not given) returned DENV2 CPE 10, LGR2 antag -6, EWS-Fli inh -12, PAX8 reporter 13, SIRT5 inh -5 and CASP6 VEID inh 3.
`CC(=O)Nc1cncc(-c2ccccc2CO)n1` gave DENV2 CPE 3, LGR2 antag -16, EWS-Fli inh -6, PAX8 reporter 3, SIRT5 inh -1 and CASP6 VEID inh 0.
COc1cc(-c2ccc3oc(-c4cccc(C)c4)c(C#CC4(O)CCCCC4)c3c2)cc(OC)c1OC was read as DENV2 CPE 12, LGR2 antag 4, EWS-Fli inh 19, PAX8 reporter 7, ARNT-TACC3 inh -2 and CASP6 VEID inh -3.
Screening O=C(N[C@@H]1C=C[C@@H](CC(=O)N2CCc3ccccc3C2)O[C@@H]1CO)C1CCOCC1 returned DENV2 CPE -4, LGR2 antag 17, SIRT5 inh -1 and CASP6 VEID inh 4.
Screening CCCn1c(N)c(C(=O)COC(=O)CCNS(=O)(=O)c2ccccc2F)c(=O)[nH]c1=O returned DENV2 CPE -9, LGR2 antag 16, EWS-Fli inh 1, PAX8 reporter -1, SIRT5 inh -5, ARNT-TACC3 inh 21 and CASP6 VEID inh 10.
For COc1ccc(C#Cc2ccc3c(c2)[C@@H]2[C@@H](CCN2C(=O)C2CCCCC2)[C@H](CO)N3)cc1 the results were LGR2 antag -6, EWS-Fli inh -7 and PAX8 reporter -3.
Screening CC1(C)CC(=O)C2=C(C1)Nc1ccccc1NC2c1nc2ccccc2[nH]1 (stereo not given) returned DENV2 CPE -1, LGR2 antag -10, EWS-Fli inh -12, PAX8 reporter -3, SIRT5 inh 3, ARNT-TACC3 inh -1 and CASP6 VEID inh 1.
Cc1ccc(S(=O)(=O)N2CCC(=O)N(C(COC(=O)Nc3ccccc3)Cc3ccccc3)CC2)cc1 (stereo not given) was read as DENV2 CPE -11, LGR2 antag 1, EWS-Fli inh -4, PAX8 reporter 3, ARNT-TACC3 inh -1 and CASP6 VEID inh -1.

Screening results: PubChem, Broad Institute
